PGK inhibitor = qHTS Assay to Find Inhibitors of Phosphoglycerate Kinase; 380,000 tested, 0.043% active; AID 602233, 2012; PGK/GAPDH coupled, Kinase-Glo luminescence, 60 min; Potency, µM (titrated, usually from 57.5 µM), without a hit: at the highest dose activity change, negative = inhibition, usual class: inhibitors; Phosphoglycerate kinase, glycosomal (Trypanosoma brucei brucei), P07378; also: potency is read from the fitted curve at half-maximal effect; % is scaled to controls: 0 for no effect and ±100 for the full control effect; nearly all actives have a fitted effect of over 60% in size
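Luminescent ATP detection (Kinase-Glo Plus) follows a 60-minute room-temperature incubation, with wells lacking PGK as controls. Buffer: 100 mM TEA (pH 7.6), 5 mM MgCl2, 0.01% Tween-20. Coupling enzyme GAPDH (100 nM final) supplies unstable 1,3-BPG in-well.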
Pin1 inhibitor = qHTS Assay to Find Inhibitors of Pin1; Pin1 FP peptide displacement, HiFluor488, 10 min; Potency, µM (top dose mostly 115 µM), for inactives: at the top dose activity, negative = inhibition, hits mostly inhibitors; 390,000 tested, 0.009% active; AID 504891, 2011; active = well fitted inhibition curve with a large enough effect in the polarisation, with a control signal flat, not every such curve was filed as active; inconclusive = small, poorly fitted or top-dose-only effect, or effect the other way, or a change in a side signal; inactive = no such curve, though single readings can be large or run the other way; the % refers to the polarisation; also: potency is read from the fitted curve at half-maximal effect; % is scaled to controls: 0 for no effect and ±100 for the full control effect
PI4K2A block = qHTS for small molecular inhibitors of PI4K2A. Phosphatidylinositol 4-kinase type 2-alpha (Homo sapiens), Q9BTU6. purified PI4K2A, ADP-Glo luminescence, 1 h; hits give low values. activity change, negative = inhibition, % at 76.9 µM. 420,000 tested, 0.13% active; in the data active = activity change below about -50%; inconclusive = mostly about -30% to -49%;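 also: -100% = wells without enzyme as full effect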
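ADP-Glo luminescence measured ADP generated by PI4K2A enzyme (4 ug/mL before mixing) with 1.2 mM PI substrate (pre-mix) and 300 microM ATP (pre-mix). Tris pH7.5 buffer with MgCl2, Triton X-100; 1 h reaction at ambient temperature.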
POLH inh = qHTS for Inhibitors of Polymerase Eta; Potency, µM (series often up to 114 µM), for inactives: at the top dose activity change, negative = inhibition, most hits filed as inhibitors; 390,000 tested, 1.2% active; AID 588591, 2011; DNA polymerase eta (Homo sapiens), Q9Y253; recombinant Pol eta, fluorescent DNA replication assay; also: potency is read from the fitted curve at half-maximal effect; % is scaled to controls: 0 for no effect and ±100 for the full control effect
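Pol eta at 10 nM preincubated with compounds 15 min at room temperature; reaction started with fluorescent substrate (50 nM final) and read kinetically at 0 and 10 min.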
HP1b binding inh = HTS for Inhibitors of HP1-beta Chromodomain Interactions with Methylated Histone Tails | 390,000 tested, 0.56% active | Chromobox protein homolog 1 (Homo sapiens), P83916 | Potency, µM (doses to about 114 µM), for inactives: at the top dose activity change, negative = inhibition, usual class: inhibitors | AlphaScreen HP1-beta / biotin-H3K9me3 peptide binding | AID 540317, 2011; also: potency is read from the fitted curve at half-maximal effect; nearly all actives have a fitted effect of over 70% in size; inactives centre near 23
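HP1-beta protein (50 nM final) preincubated 30 min at room temperature with biotinylated H3(1-18)K9me3 peptide (50 nM) in PBS pH 7.4, 0.01% Tween-20, then compound added for 30 min. AlphaScreen streptavidin donor/nickel chelate acceptor beads (10 ug/mL final), 30 min dark, luminescence read.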
JMJD2A Tudor inh = qHTS Assay for Inhibitors of JMJD2A-Tudor Domain. Lysine-specific demethylase 4A (Homo sapiens), O75164. Potency, µM (doses to about 114 µM), inactives show at the top dose activity change, negative = inhibition, most hits filed as inhibitors. AlphaScreen JMJD2A-Tudor / H3K4me3 peptide binding. AID 504339, 2011. 390,000 tested, 4.4% active; also: potency is read from the fitted curve at half-maximal effect; % is scaled to controls: 0 for no effect and ±100 for the full control effect; nearly all actives have a fitted effect of over 50% in size
GLS inhibitor = qHTS for Inhibitors of Glutaminase (GLS) | Glutaminase kidney isoform, mitochondrial (Homo sapiens), O94925 | GLS enzymatic activity, qHTS titration | Potency, µM (doses to about 45.5 µM), without a hit: at the top dose activity change, negative = inhibition, actives largely listed as inhibitors | 410,000 tested, 0.21% active | AID 624170, 2012; also: potency is read from the fitted curve at half-maximal effect; % is scaled to controls: 0 for no effect and ±100 for the full control effect
Target sequence (O94925 whole entry, looked up, canonical isoform): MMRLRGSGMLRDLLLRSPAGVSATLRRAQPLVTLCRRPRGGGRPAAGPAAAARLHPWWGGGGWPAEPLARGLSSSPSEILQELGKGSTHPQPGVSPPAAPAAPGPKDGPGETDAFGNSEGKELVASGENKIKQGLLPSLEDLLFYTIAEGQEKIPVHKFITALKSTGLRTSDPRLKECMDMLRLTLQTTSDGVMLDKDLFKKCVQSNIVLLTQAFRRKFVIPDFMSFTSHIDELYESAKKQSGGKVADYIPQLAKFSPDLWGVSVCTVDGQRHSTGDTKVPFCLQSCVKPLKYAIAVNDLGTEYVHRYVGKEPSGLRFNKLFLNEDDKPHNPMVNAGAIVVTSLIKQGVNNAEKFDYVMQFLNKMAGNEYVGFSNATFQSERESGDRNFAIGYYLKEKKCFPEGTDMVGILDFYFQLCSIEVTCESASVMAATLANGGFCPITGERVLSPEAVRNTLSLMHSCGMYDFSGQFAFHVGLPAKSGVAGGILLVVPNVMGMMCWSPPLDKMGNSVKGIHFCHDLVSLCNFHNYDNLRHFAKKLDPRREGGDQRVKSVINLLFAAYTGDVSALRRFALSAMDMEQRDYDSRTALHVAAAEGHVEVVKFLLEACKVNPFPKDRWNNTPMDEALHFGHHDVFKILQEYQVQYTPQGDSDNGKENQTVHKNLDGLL
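Human kidney-isoform GLS in 45 mM KH2PO4 pH 8.2, 0.02% Tween-20, with compound, started with 1mM L-Glutamine (added stock). Glutamate oxidase/HRP/Amplex red coupled fluorescence read at start and after 30 min at RT.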
G9a inh = qHTS Assay for Inhibitors of Histone Lysine Methyltransferase G9a. 350,000 tested, 8.8% active. Potency, µM (highest dose often 102 µM), inactives show at the top dose activity, negative = inhibition, actives largely listed as inhibitors. AID 504332, 2011. G9a H3K9 monomethylation, AlphaScreen, 2 h. Histone-lysine N-methyltransferase EHMT2 (Homo sapiens), Q96KQ7; also: potency is read from the fitted curve at half-maximal effect; % is scaled to controls: 0 for no effect and ±100 for the full control effect; nearly all actives have a fitted effect of over 75% in size
Target sequence (Q96KQ7 913-1193 limits assumed): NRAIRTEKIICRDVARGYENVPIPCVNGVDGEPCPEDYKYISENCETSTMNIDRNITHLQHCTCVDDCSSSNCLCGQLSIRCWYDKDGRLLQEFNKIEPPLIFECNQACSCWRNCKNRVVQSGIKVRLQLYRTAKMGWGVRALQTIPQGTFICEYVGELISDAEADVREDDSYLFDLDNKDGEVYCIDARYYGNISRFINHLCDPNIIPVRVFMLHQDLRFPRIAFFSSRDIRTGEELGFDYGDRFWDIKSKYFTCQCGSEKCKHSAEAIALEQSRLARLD
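Methyltransferase reactions run at room temperature for 2 h (20 nM enzyme, 500 nM biotin-H3K9 peptide, 20 uM SAM) after a 15 min compound preincubation; product detected by AlphaScreen beads and anti-H3K9me1 antibody.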
BAZ2B block = qHTS Assay for Inhibitors of BAZ2B | Bromodomain adjacent to zinc finger domain protein 2B (Homo sapiens), Q9UIF8 | AlphaScreen BAZ2B-H3K14Ac peptide displacement | Potency, µM (top dose mostly 114 µM), inactives show at the top dose activity change, negative = inhibition, hits mostly inhibitors | 360,000 tested, 4.4% active | AID 504333, 2011; also: potency is read from the fitted curve at half-maximal effect; % is scaled to controls: 0 for no effect and ±100 for the full control effect; nearly all actives have a fitted effect of over 60% in size
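Complex of BAZ2B and biotin-H3K14Ac (50 nM apiece) forms over 30 min at RT, then faces library compounds up to 110 uM for another 30 min; AlphaScreen beads added, 20 min dark incubation, luminescence read.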
Active calls of the source: *; i = inactive; ? = inconclusive; nt = not tested or not shown; [ ] = remark or other dose. Unless noted, calls follow the shape of the dose curve; as a rule, active = well fitted curve in the direction sought with a large enough effect; inconclusive = small, poorly fitted or top-dose-only effect, or another doubt; inactive = no such curve, though single readings can be large; an effect the other way counts as inactive or inconclusive.

PGK inhibitor	Pin1 inhibitor	PI4K2A block	POLH inh	HP1b binding inh	JMJD2A Tudor inh	GLS inhibitor	G9a inh	BAZ2B block	molecule
7%	10%	-3	-9%	30%	1%	0%	-9%[59 µM]	2%	CCOC(=O)c1c(C)[nH]c(C(=O)COC(=O)CCSc2ccccc2)c1C
2%	1%	-2	-12%	34%	-1%	-23%	14%	4%	COc1ccc(/C(C)=N/NC(=O)CNC(=O)c2ccncc2)cc1
-4%	-2%	0	-13%	21%	6%	-3%	nt	3%	CCOC(=O)N1CCN(C(=O)COc2ccc(Cl)c(C)c2)CC1
0%	2%	-5	4%	26%	-22%	1%	-25%[59 µM]	-15%	CC1(C)Cc2nc3sc4c(SCC(=O)O)ncnc4c3cc2CO1
4%	9%	4	5%	33%	-2%	4%	?	3%	CCCc1nn2c(=O)cc(CSCC(=O)Nc3cccc(OC)c3)nc2s1
-3%	-8%	-3	-7%	13%	-13%	5%	78%[activator]	?	CCOc1ccc(CNS(=O)(=O)c2cc(CN3C(=O)c4cccnc4C3=O)ccc2OC)cc1
9%	0%	-11	-12%	-21%	-6%	10%	-3%	3%	CC(=O)NC1C2CN3CCN(C2)CC1(Cc1ccccc1)C3 (centres undefined)
7%	-3%	-3	-7%	17%	?	-7%	-26%[12.7 µM]	?	CC(=O)Nc1ccc(NCC(O)COc2ccccc2)cc1 (centres undefined)
-9%	-12%	1	-2%	29%	-13%	0%	nt	27%	COc1ccc(CNCc2ccncc2)c(OC)c1
4%	-1%	1	-22%	34%	-6%	-2%	-8%[2.33 µM]	7%	O=C(CCCOc1ccccc1)N1CCN(S(=O)(=O)c2ccccc2)CC1
-3%	1%	12	-2%	39%	-2%	-20%	?	-37%	CC(C)c1ccc(CN2CCN(C(=O)CCl)CC2)cc1
6%	-3%	-5	-9%	28%	1%	6%	-1%[12.7 µM]	-1%	CC1CCCN(S(=O)(=O)c2ccc3c(c2)CCN3C(=O)C2CCC2)C1 (centres undefined)

8 entries out of the list, arranged by SMILES length, smallest number first:
PGK inhibitor	Pin1 inhibitor	PI4K2A block	POLH inh	HP1b binding inh	JMJD2A Tudor inh	GLS inhibitor	G9a inh	BAZ2B block	molecule
-9%	-12%	1	-2%	29%	-13%	0%	nt	27%	COc1ccc(CNCc2ccncc2)c(OC)c1
7%	-3%	-3	-7%	17%	?	-7%	-26%[12.7 µM]	?	CC(=O)Nc1ccc(NCC(O)COc2ccccc2)cc1 (centres undefined)
9%	0%	-11	-12%	-21%	-6%	10%	-3%	3%	CC(=O)NC1C2CN3CCN(C2)CC1(Cc1ccccc1)C3 (centres undefined)
-4%	-2%	0	-13%	21%	6%	-3%	nt	3%	CCOC(=O)N1CCN(C(=O)COc2ccc(Cl)c(C)c2)CC1
2%	1%	-2	-12%	34%	-1%	-23%	14%	4%	COc1ccc(/C(C)=N/NC(=O)CNC(=O)c2ccncc2)cc1
4%	9%	4	5%	33%	-2%	4%	?	3%	CCCc1nn2c(=O)cc(CSCC(=O)Nc3cccc(OC)c3)nc2s1
6%	-3%	-5	-9%	28%	1%	6%	-1%[12.7 µM]	-1%	CC1CCCN(S(=O)(=O)c2ccc3c(c2)CCN3C(=O)C2CCC2)C1 (centres undefined)
7%	10%	-3	-9%	30%	1%	0%	-9%[59 µM]	2%	CCOC(=O)c1c(C)[nH]c(C(=O)COC(=O)CCSc2ccccc2)c1C

Going on with the list.
PGK inhibitor	Pin1 inhibitor	PI4K2A block	POLH inh	HP1b binding inh	JMJD2A Tudor inh	GLS inhibitor	G9a inh	BAZ2B block	molecule
4%	-6%	2	5%	17%	-8%	3%	10%	nt	O=C(CCl)Nc1cc(S(=O)(=O)N2CCOCC2)ccc1N1CCOCC1
-10%	-5%	2	-4%	2%	?	-25%	12%[12.7 µM]	?	NNC(=S)NCCc1ccccc1
-2%	-1%	5	-8%	29%	-11%	-10%	17%[0.0925 µM]	-7%	CCNC(=S)N1CCN(S(=O)(=O)c2ccc(C)cc2)CC1
i	22%	0	-12%	30%	-14%	-5%	-6%[12.7 µM]	7%	Cc1ccc(S(=O)(=O)N2CCCCC2)cc1NC(=O)c1cc2ccccc2o1
-9%	-1%	5	-17%	15%	-11%	0%	89µM*	-2%	CS(=O)(=O)N(CC(=O)N1CCN(c2ccccc2)CC1)c1cccc(Br)c1
-9%	-6%	-7	-16%	16%	-11%	7%	23%[12.7 µM]	9%	CCOC(=O)C1CCN(C(=O)c2cccc(NS(=O)(=O)c3ccc(Br)cc3)c2)CC1
-3%	0%	-7	5%	25%	1%	10%	-34%[59 µM]	-2%	Cc1sc2ncnc(NCCc3ccc(S(N)(=O)=O)cc3)c2c1C
-10%	18%	-3	?	12%	-25%[57.1 µM]	7%	?	?	CC(=O)Nc1ccc(Sc2ncnc3scc(-c4ccccc4)c23)cc1
-1%	2%	9	0%	28%	-7%	-1%	5%[12.7 µM]	-5%	CC(C)OC(=O)c1ccc(NC(=O)c2ccco2)cc1
1%	1%	-4	-20%	68%[activator]	-15%[11.4 µM]	-1%	5%[59 µM]	-6%	CCOC(=O)Cn1c(=O)n(C2CCCC2)c(=O)c2ccccc21
-6%	?	3	?	8%	-24%	1%	-2%[59 µM]	-21%	CN(Cc1cccc(Cl)c1Cl)C(=O)c1ccc(NC(=O)CC#N)cc1
6%	-6%	2	-10%	35%	-1%	-3%	-2%[59 µM]	-2%	COc1ccc(Cn2c(=O)c3oc4ccccc4c3n(CC(=O)Nc3c(C)cccc3C)c2=O)cc1
-3%	-3%	-1	-10%	26%	-9%	15%	33%	-11%	O=C(NNC(=O)C1CCC1)c1ccc(Cl)cc1
nt	-1%	-1	-4%	29%	9%	-6%	?	1%	CC(NC(=O)CC(O)(C(F)(F)F)C(F)(F)F)c1ccccc1 (centres undefined)
-2%	-2%	-11	?	42%[activator]	8%	5%	18%	-28%	N=c1c(S(=O)(=O)c2ccc(Br)cc2)cc2c(=O)n3ccccc3nc2n1Cc1ccco1
i	2%	-1	?	8%	-12%	-8%	42%[59 µM]	21%	COc1cc(/C=N/NC(=O)c2cc(-c3ccc4c(c3)OCO4)n[nH]2)ccc1O
-4%	-4%	1	-12%	-6%	-23%	-6%	-4%[59 µM]	1%	CC(=O)c1ccc(NC(=O)c2cnn(-c3cccc(F)c3)c2-n2cccc2)cc1
i	29%	-2	-17%	69%[activator]	-24%	-5%	0%[59 µM]	19%	O=C(NCc1cccs1)c1ccc(CSc2nc3ccncc3n2Cc2ccccc2F)cc1
i	9%	2	-9%	28%	-19%	-1%	-26%	-1%	O=C(NC1CCN(C(=O)Nc2cccc(F)c2)CC1)C1CCCCC1
1%	?	-3	-10%	40%[activator]	89µM*	-3%	6.3µM*	-1%[57.1 µM]	Cc1ccc(CNC(=O)c2ccc3c(c2)NC(=O)C(CS(=O)(=O)Cc2cccc(F)c2)N3)cc1 (centres undefined)
11%	1%	2	-14%	14%	-9%	8%	-13%[59 µM]	-16%	COc1ccccc1/C=C/C(=O)OCCN1CCOCC1
i	0%	1	-2%	30%	-9%	-2%	0%[12.7 µM]	-8%	Cc1nn(-c2ccccc2)c(C)c1C(=O)OCC(=O)Nc1cccc(S(N)(=O)=O)c1
-3%	-5%	-5	-14%	-25%	?	14%	nt	?	CN(C)CCN(C(=O)c1ccc2c(c1)OCCO2)c1nc2cc3c(cc2s1)OCO3
-4%[11.5 µM]	-5%	-3	-6%	23%	-3%	0%	nt	nt	CC1Cn2c(nnc2-c2cccs2)S1 (centres undefined)
i	3%	3	-13%	22%	18%[57.1 µM]	68%[activator]	10µM*	-6%	COCCn1c(=O)[nH]c2cc(C(=O)NCCN3CCN(c4ccc(OC)cc4)CC3)ccc2c1=O
-19%	?	-4	22µM*	-7%	?	-8%	-46%	-38%	O=C(CSc1ccsc1[N+](=O)[O-])NCc1ccco1
-2%	3%	-4	-18%	45%[activator]	-12%	1%	12%	-8%	CC1CCCCC1NC(=S)Nc1ccc(Cl)cc1Cl (centres undefined)
-5%	1%	3	-19%	24%	-28%	3%	?	-33%	CCN1CCCC1CNC(=O)CCc1nnc(CCC2CCCCC2)o1 (centres undefined)
3%	-7%	8	-6%	37%	-3%	-3%	-5%	-7%	CCOC(=O)c1csc(NC(=O)c2ccc(N3C(=O)CCC3=O)cc2)n1
-9%	47%[activator]	2	-11%	9%	-31%	3%	30%[0.501 µM]	-36%	COc1ccc(-c2nn(C)c(=O)c3ccccc23)cc1NC(=O)Cn1nc(-c2ccccc2)c2ccccc2c1=O
-5%	-1%	11	-18%	59%[activator]	23%	-15%	70%[activator]	14%	CCOC(=O)c1cnc(-c2ccccc2)nc1Oc1ccc(OC)cc1

Not all compounds are listed; count on the stated rates, not on these rows.
